aSyn 5UTR inh – 5' untranslated region of α-synuclein, MLPCN primary screen. alpha-synuclein 5'UTR reporter, inhibitor activity. inhibition, % (tested at 7.5 µM). 300,000 compounds, 0.82% hits. AID 1813; in the data active = inhibition above about 60%; inconclusive = no clear call, values can overlap the other calls;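 note: H4 neuroglioblastoma cells stably carrying SNCA 5'UTR luciferase fusion; 0% = DMSO wells and 100% = positive control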
IEC-6 cytotox – counter-screen for KLF5 inhibitors: cytotoxicity in IEC-6 cells. IEC-6 cytotoxicity, luminescence viability. inhibition, % at 5 µM. 290,000 compounds, 0.78% hits. AID 1825; in the data active = inhibition above about 22%;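 note: 0% = plate median of test compound wells and 100% = cytotoxic reference compound wells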
HIF act – HIF pathway transcriptional activation | U2OS HRE-luciferase reporter, luminescence; normalized: DMSO 0%, desferrioxamine 100% | 300,000 compounds, 0.32% hits | AID 1910 | activation, % at 7.5 µM (by protocol);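 active = mean activation of at least 10% of the iron chelator positive control signal, with at least half of replicates also reaching 10%; inconclusive = mean and replicate majority disagree about reaching 10%; inactive = mean and most replicates under 10%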
AI-2 QS modul – modulators of Vibrio harveyi AI-2 quorum sensing system. Vibrio harveyi JMH597 AI-2 luminescence/OD600 ratio, 9 h; stronger effect = lower value; strain lacks LuxN and CqsS sensors; 0 = neutral-control median. activity change, % at 7.5 µM. 300,000 compounds, 0.4% hits. AID 2094; in the data active = activity change below about -75%, passing the limit was not always enough; inconclusive = no clear call, values can overlap the other calls;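 note: luminescence divided by OD600 gain over 9 h not by final OD600 alone; inactives centre near 13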
HSP90 refold inh – blocks HSP90-mediated luciferase refolding in reticulocyte lysate; Rabbit reticulocyte lysate, luciferase refolding luminescence, 3 h; inhibition, % at 5.6 µM; 290,000 compounds, 0.91% hits; AID 1789;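 active = inhibition above the screen-wide mean plus 3 SD, computed separately per campaign, cut at about 16% in these data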;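 note: 0% = DMSO wells and 100% = 60 µM geldanamycin wells; inhibitors lower the luminescence because luciferase stays unfolded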
GSK3B inh – blocks human GSK3beta kinase activity | P49841 | GST-GSK3beta kinase, ADP-Glo luminescence, 60 min; stronger effect = lower value | activity score (negative = inhibition), % at 10 µM | 300,000 compounds, 0.038% hits;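 active = more than half of replicate wells score below -50%, meaning over 50% inhibition versus plate controls; inconclusive = some replicates but at most half score below -50%; inactive = no replicate scores below -50%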;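 note: 0% = median DMSO wells and -100% = median GW8510 positive control wells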
Target sequence (P49841 whole entry, looked up): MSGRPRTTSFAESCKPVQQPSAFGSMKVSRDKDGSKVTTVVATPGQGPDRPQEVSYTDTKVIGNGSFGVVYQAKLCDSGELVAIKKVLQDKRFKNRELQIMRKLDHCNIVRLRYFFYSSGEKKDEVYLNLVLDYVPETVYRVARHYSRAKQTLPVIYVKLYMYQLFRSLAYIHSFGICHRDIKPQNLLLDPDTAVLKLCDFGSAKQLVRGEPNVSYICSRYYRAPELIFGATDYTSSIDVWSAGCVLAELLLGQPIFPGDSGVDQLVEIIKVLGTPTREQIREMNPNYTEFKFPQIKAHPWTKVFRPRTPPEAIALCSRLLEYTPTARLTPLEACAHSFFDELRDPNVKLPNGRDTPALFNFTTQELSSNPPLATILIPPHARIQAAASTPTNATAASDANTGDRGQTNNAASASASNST
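Test system: GST-fused GSK3beta enzyme, cell-free | Quantity: 1.6 ng GST-GSK3beta enzyme per well | Reagent: 25 µM ATP with peptide substrate | Schedule: 60 min enzyme reaction, room temperature | Signal: Luminescent ADP-Glo measurement of ADP formed | Read-out basis: Score relative to plate controls | Control set: DMSO and 20 µM GW8510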
KLF5 inhibitor – suppresses KLF5 promoter-driven expression | DLD-1 KLF5 promoter-luciferase reporter, luminescence | inhibition, % at 5 µM | 290,000 compounds, 0.23% hits | AID 1700;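 active = inhibition above a per-plate limit of that plate's mean compound inhibition plus 3 SD, cut at about 60% in these data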;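 note: 0% = DMSO wells and 100% = LY294002 at 200 µM; higher means less KLF5 promoter-driven luciferase light; inactives centre near -14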
HSF1 activator – increases HSF-1 driven luciferase reporter signal; NIH3T3-HGL HSF-1 luciferase reporter, MG132, 8 h; 100% = twice DMSO control signal; activation, % at 9 µM; 300,000 compounds, 1.7% hits; AID 504408;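 active = mean replicate activation of at least 50% with a set share of replicates each reaching 50%; inconclusive = only one of those two conditions met; inactive = mean below 50% and too few replicates reaching it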;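 note: 0% = median of the neutral control wells and 100% = twice that signal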
GSK3A inh – inhibitors of human GSK-3 alpha kinase; P49840; ADP-Glo luminescence, 60 min; inhibition, % at 10 µM; 320,000 compounds, 0.1% hits; AID 2650;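 in the data active = inhibition above about 50%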;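 note: GST-tagged GSK-3 alpha with peptide substrate and 25 µM ATP; 0% = DMSO neutral wells and 100% = GW8510 positive control wells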
Target sequence (P49840 whole entry, looked up): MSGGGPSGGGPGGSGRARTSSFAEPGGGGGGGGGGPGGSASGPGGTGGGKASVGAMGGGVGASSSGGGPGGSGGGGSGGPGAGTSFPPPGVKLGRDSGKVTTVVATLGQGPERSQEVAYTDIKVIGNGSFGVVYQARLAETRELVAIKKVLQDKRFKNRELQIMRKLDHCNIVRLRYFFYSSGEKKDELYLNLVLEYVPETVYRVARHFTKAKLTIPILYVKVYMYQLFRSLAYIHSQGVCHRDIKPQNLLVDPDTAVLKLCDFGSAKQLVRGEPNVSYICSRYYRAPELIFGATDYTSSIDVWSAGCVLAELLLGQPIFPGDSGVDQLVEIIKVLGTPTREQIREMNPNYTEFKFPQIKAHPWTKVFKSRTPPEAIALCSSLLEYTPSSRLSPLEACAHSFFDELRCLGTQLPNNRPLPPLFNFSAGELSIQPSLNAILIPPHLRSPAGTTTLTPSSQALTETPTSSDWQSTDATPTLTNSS
HSF1 inh – HSF1 inhibition; NIH3T3-HGL HSE-luciferase, MG132-induced, luminescence 8 h; stronger effect = lower value; activity change, negative = inhibition, % at 7.5 µM (by protocol); 300,000 compounds, 0.77% hits;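 active = more than half of replicate wells show activity change below -50%, luminescence cut by over half; inconclusive = some wells, but at most half, below -50%; inactive = no replicate well below -50%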;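 note: luciferase reports HSF-1 transcriptional activity via heat shock element; 0% = median of DMSO wells and -100% = zero luminescence signal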
* marks the source's active call; other numbers are inactive results; ? = inconclusive; . = not tested or not shown. Compounds as they come. About 4.7% of those tested had a hit in this group.

SMILES | aSyn 5UTR inh | IEC-6 cytotox | HIF act | AI-2 QS modul | HSP90 refold inh | GSK3B inh | KLF5 inhibitor | HSF1 activator | GSK3A inh | HSF1 inh
Cc1cccn2c(=O)c3cc(C(=O)NCC4CCCO4)c(=N)n(C4CCCCC4)c3nc12 (stereo unspecified) | -9.6 | 4.8 | -0.2 | . | -1.0 | . | -14.4 | 3.3 | 0.6 | -6.2
O=C(CN1CCCC1)Nc1ccccc1Cl | -1.3 | -2.1 | 0.1 | 8.5 | -2.2 | 3.5 | -45.4 | -6.9 | 2.5 | -5.1
CC(C)CN(C(=O)CN(C)C(=O)Cc1ccc(Cl)cc1)c1c(N)n(CC(C)C)c(=O)[nH]c1=O | -1.5 | . | 1.2 | 1.4 | . | 0.8 | . | -2.8 | -0.1 | 0.1
O=C(/C=C/c1ccc(O)c(O)c1)OC1C(O)CC(OC(=O)/C=C/c2ccc(O)c(O)c2)(C(=O)O)CC1O (stereo unspecified) | 7.0 | -24.9 | -0.2 | 5.8 | -0.6 | 2.9 | -26.2 | -4.4 | 2.4 | 0.4
CC(C)c1ccc(/C=C/C(=O)NNC(=O)c2cccnc2)cc1 | 1.7 | -0.6 | -0.3 | 5.1 | -1.3 | 0.2 | -16.2 | -8.3 | 0.7 | 0.9
Cc1noc(C)c1C(c1ccccc1)c1ccccc1 | 0.3 | 1.7 | 0.2 | 1.2 | 4.0 | 4.4 | -6.0 | 3.2 | -0.3 | -1.6
CC(=O)N1CCc2c(sc(NC(=O)Cc3ccccc3)c2C(N)=O)C1 | 9.8 | 6.5 | 0.0 | 20.3 | 1.5 | -16.2 | -28.3 | 8.4 | 26.5 | -1.7
CC(C)(Oc1ccc(CCNC(=O)c2ccc(-c3ccc(Cl)cc3)o2)cc1)C(=O)O | 26.2 | -0.6 | -0.1 | 6.5 | 2.1 | -1.7 | -21.5 | . | 12.3 | .
C=CCN1N=C(c2ccc(Cl)s2)CSC1=O | 14.2 | 1.3 | -0.3 | 1.9 | 4.3 | -3.6 | -1.1 | 3.5 | -1.2 | -0.3
CN(C)S(=O)(=O)c1ccc(N2C(=O)CC2(/C=C/c2ccccc2)C(=O)NC2CCCC2)cc1 (stereo unspecified) | ? | -4.9 | -0.5 | 2.4 | -4.1 | -0.6 | -10.6 | -9.2 | -0.5 | 1.5
CN1CCN(c2ccc([N+](=O)[O-])cc2NC(=O)c2ccccc2Cl)CC1 | 2.3 | -7.5 | -0.4 | 10.2 | -5.0 | 3.5 | -28.9 | -5.1 | 5.2 | -4.0
Cc1cc(-c2csc(N)n2)c(C)n1C | -1.6 | -2.8 | -0.1 | 35.4 | 3.5 | -0.5 | -23.3 | -12.2 | 9.4 | -5.0
C=CCC(=O)N1CCCC(CNC(=O)c2ccc(-c3ccccc3)cc2)C1 (stereo unspecified) | -5.7 | -7.3 | 0.0 | 31.3 | 1.4 | 1.4 | -21.6 | -0.9 | -1.6 | 1.3
CCC(=O)c1cn(/C(=C\C(=O)OC(C)(C)C)CCC(OC)OC)cc1CC | 3.7 | . | 0.0 | -3.0 | . | 1.3 | . | -4.7 | 1.3 | -2.3
CCOc1ccc(CN2CCN(Cc3c(C)nn(CC)c3C)CC2CCO)cc1 (stereo unspecified) | -7.9 | -2.0 | 0.2 | -2.8 | 1.3 | 0.0 | -13.5 | 5.3 | 2.1 | -2.9
O=C1NC2=C(C(=O)c3ccccc32)C(c2ccccc2)N1 (stereo unspecified) | 12.7 | -4.8 | 0.0 | 8.0 | -0.8 | -2.8 | -7.8 | 8.3 | 4.3 | -5.8
O=C(NCc1ccccn1)c1ccc(CNS(=O)(=O)c2cccc(C(F)(F)F)c2)cc1 | 21.9 | 5.9 | -0.1 | 5.8 | 3.5 | -0.5 | -2.5 | -4.4 | 0.4 | -7.4
CCOC(=O)c1cc2c(ccc3ccccc32)oc1=O | -4.8 | 3.3 | -0.6 | 34.2 | 5.5 | -2.4 | -50.3 | -0.6 | 2.0 | -5.8
CCN(C(=O)CSc1nnc(CNc2cccc(OC)c2)n1C1CCCCC1)C1CCS(=O)(=O)C1 (stereo unspecified) | 3.1 | 5.5 | -0.4 | -2.5 | 4.6 | -2.3 | -18.9 | -11.7 | -0.8 | 0.0
CCCCCc1cc(=O)oc2c(C(CCN3CCCC(C)C3)c3ccc4c(c3)OCO4)c(OC)cc(OC)c12 (stereo unspecified) | 39.5 | . | -0.3 | 15.4 | . | -4.4 | . | 5.1 | . | 1.7
CC1CCc2c(sc3ncn(CC(=O)N4CCCCC4)c(=O)c23)C1 (stereo unspecified) | -21.7 | -1.3 | 0.0 | -1.6 | -2.7 | 1.4 | -0.3 | 1.8 | -1.5 | -2.2
C/C(CC(=O)Nc1c(C)cc(C)cc1C)=N\NC(=O)c1cnccn1 | -13.2 | 3.3 | 0.6 | 8.7 | -3.1 | 1.7 | 9.0 | 37.5 | 1.3 | 15.4
S=C1NCCc2ccccc2C1c1ccccc1Cl (stereo unspecified) | 30.7 | 1.9 | -0.4 | 13.3 | -0.7 | -1.2 | -8.9 | -19.1 | -1.8 | -5.1
CC1CCc2c(sc3nc(SCC(=O)NCc4ccco4)nc(N)c23)C1 (stereo unspecified) | -5.8 | 0.5 | 1.1 | 18.6 | -1.6 | 2.5 | -11.4 | 17.3 | 4.1 | 13.6
COc1ccc(OCc2nc3ccccc3[nH]2)cc1 | -113.3 | 3.9 | 2.3 | 10.2 | 7.0 | 3.1 | -162.4 | 31.8 | -0.5 | 25.8
New compounds follow.
SMILES | aSyn 5UTR inh | IEC-6 cytotox | HIF act | AI-2 QS modul | HSP90 refold inh | GSK3B inh | KLF5 inhibitor | HSF1 activator | GSK3A inh | HSF1 inh
O=C(O)c1cccc(NC(=O)c2cc(S(=O)(=O)N3CCOCC3)cs2)c1 | 14.4 | -7.5 | -0.4 | 24.5 | -5.8 | 1.5 | -14.6 | -2.1 | 0.2 | -1.3
Cc1sc2ncn(CC(=O)NCCCC(=O)NCc3ccc(F)cc3)c(=O)c2c1C | -2.6 | 1.0 | -0.9 | . | -4.8 | . | -54.0 | 4.3 | -1.0 | -0.1
Cc1ccccc1NC(=O)c1ccc(Nc2c([N+](=O)[O-])cc([N+](=O)[O-])c3ccccc23)cc1 | 24.4 | 1.9 | -1.0 | 12.1 | -0.2 | 2.2 | -0.5 | 10.9 | -0.3 | -7.1
Nc1ccc2c(c1)ncn2CCCn1cnc2cc(N)ccc21 | -5.8 | -6.1 | . | 14.4 | -0.2 | -1.1 | -19.4 | -10.3 | 1.5 | -9.0
CC1=CC(=O)C=CC1(C)C(Cl)(Cl)Cl (stereo unspecified) | 6.7 | -1.7 | 0.0 | 9.7 | 1.5 | -0.8 | -4.7 | -29.2 | -1.4 | -8.6
COC(=O)C1=C(C)N(C)C(C)=C(C(=O)OC)C1c1ccsc1 | 22.9 | 7.3 | -0.3 | 14.1 | 1.9 | -8.3 | -20.8 | -12.9 | -1.9 | 5.3
CCOC(=O)c1c(NC(=O)CSc2nncn2C)sc(C)c1C | 25.6 | -2.7 | -0.1 | 8.3 | -1.5 | 3.5 | -25.8 | 12.0 | 0.2 | -2.0
COC(=O)c1c(N2C(=O)CCC2=O)sc2c1CCCC2 | 7.3 | 0.4 | -0.1 | 15.3 | -0.6 | -0.8 | 31.3 | 13.2 | -0.6 | -1.1
O=C(O)CCCCCn1c(SCc2cc(=O)n3ccccc3n2)nc2ccsc2c1=O | -34.0 | 2.7 | -6.2 | 36.5 | -2.0 | -2.3 | 7.2 | -0.5 | -3.0 | -4.8
CC(C)(C)c1ccc(OCCNC(=S)Nc2ccccc2)cc1 | 0.6 | 3.0 | 0.1 | 25.5 | 4.3 | 0.8 | 3.3 | 4.3 | -1.8 | 2.6
CC1=C(c2ccc(F)cc2)[N+](=O)C(C)(C)N1[O-] | 2.7 | -1.8 | 0.0 | 7.6 | -0.3 | 2.2 | 11.2 | -1.1 | -1.5 | -7.4
Cc1ccc(OCC(=O)Nc2ccc(Cl)cc2)c(-n2nc3ccccc3n2)c1 | 35.7 | 1.2 | . | 25.5 | -2.7 | -21.5 | -0.4 | -30.6 | -2.9 | -13.9
Cc1cccc(C(=O)Nc2ccc(C(=O)/C=C/c3cccs3)cc2)c1 | -92.4 | -2.1 | 0.9 | 18.8 | -0.1 | 0.9 | -26.2 | 34.7 | -6.9 | 12.0
C/C(CC(=O)Nc1ccccc1)=N\NC(=O)COc1ccc(C)cc1Br | -9.0 | -2.6 | -0.6 | 12.8 | 6.4 | 1.3 | -10.7 | 15.3 | -1.1 | 8.1
CCOC(=O)C1(Cc2ccccc2C)CCCN(C(=O)c2ccoc2)C1 (stereo unspecified) | -41.1 | -1.5 | 2.9 | 15.1 | 0.4 | 0.0 | -12.8 | -5.1 | 8.4 | -3.7
COc1cccc(Cn2nnc(C(=O)Nc3cc(Cl)ccc3OC)c2N)c1 | 45.8 | -2.5 | -0.6 | 14.4 | 1.9 | 0.8 | 5.5 | 11.4 | -0.7 | 6.3
CC(C)(C)C(=O)NC1(C(F)(F)F)NC(=O)N(c2ccc(F)cc2)C1=O (stereo unspecified) | 30.2 | 0.9 | -0.1 | 7.0 | -1.0 | -2.7 | 1.1 | 8.5 | -1.4 | -2.1
O=C(N/N=C/c1ccc(C(F)(F)F)cc1)c1ccncc1 | 11.1 | -2.5 | 0.1 | 14.3 | -6.3 | 0.9 | -36.1 | 0.7 | 1.0 | 0.0
CCOc1ccc(S(=O)(=O)Nc2ccc(C(=O)NCC3(N4CCCCC4)CCCCC3)cc2)cc1 | -18.0 | . | -0.8 | 8.7 | . | -4.5 | . | 5.2 | -1.8 | -5.4
CSc1nc2c(c(=O)[nH]1)C(c1ccc(Cl)cc1)CC(=O)N2 (stereo unspecified) | 18.5 | 5.0 | -1.3 | 2.8 | 0.0 | -2.0 | -5.8 | 4.0 | -2.7 | 14.2
Cc1cc(C)c(OCC(=O)N(Cc2ccccc2)C2CCS(=O)(=O)C2)c(C)c1 (stereo unspecified) | -5.2 | -3.7 | -0.4 | 14.4 | -2.5 | 4.6 | 13.0 | 1.4 | 2.8 | 6.4
COc1ccc(C2=CC(c3c(C)nn(-c4ccccc4)c3Cl)n3nnnc3N2)cc1OC (stereo unspecified) | . | -4.4 | . | . | 0.1 | . | 5.6 | . | -1.9 | .
O=C1c2ccccc2C(=O)N1CCC(O)C[N+](=O)[O-] (stereo unspecified) | -20.8 | 4.3 | 0.4 | 29.0 | 0.6 | 0.7 | -11.1 | 0.6 | 0.0 | -4.4

Screening data deposited in PubChem BioAssay by several laboratories.
